Assay outcomes from PubChem BioAssay.
Eya2 phos inh: Eya2 (human) phosphatase inhibition; recombinant Eya2, OMFP fluorescence dephosphorylation (OMFP is methylfluorescein phosphate); 330,000 compounds, 0.006% hits; Potency, µM (titrated, usually from 76.9 µM), for the others: top-dose activity, negative = inhibition, usual class: inhibitors; O00167; note: potency is the fitted concentration of half-maximal effect
Target sequence (O00167 whole entry, looked up): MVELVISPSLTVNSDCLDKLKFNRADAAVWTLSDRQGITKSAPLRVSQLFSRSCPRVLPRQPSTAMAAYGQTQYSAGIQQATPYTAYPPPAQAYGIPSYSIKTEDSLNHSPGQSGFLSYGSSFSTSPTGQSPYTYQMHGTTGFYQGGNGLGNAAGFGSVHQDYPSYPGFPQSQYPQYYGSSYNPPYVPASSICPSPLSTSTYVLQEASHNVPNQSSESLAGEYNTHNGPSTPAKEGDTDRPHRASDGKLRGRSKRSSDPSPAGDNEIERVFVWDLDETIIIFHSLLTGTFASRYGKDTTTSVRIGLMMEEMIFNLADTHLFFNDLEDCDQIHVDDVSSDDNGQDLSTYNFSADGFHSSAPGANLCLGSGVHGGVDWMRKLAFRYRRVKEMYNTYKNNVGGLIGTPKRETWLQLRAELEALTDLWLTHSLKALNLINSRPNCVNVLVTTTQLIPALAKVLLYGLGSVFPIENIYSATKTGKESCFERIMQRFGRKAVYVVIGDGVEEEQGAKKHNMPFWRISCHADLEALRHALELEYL
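Eya2 (0.2 uM) preincubated 10 min at ambient with compound, then OMFP substrate added at 50 uM; 10 min reaction in 50 mM HEPES pH 7.5, 50 mM NaCl, 5 uM MgCl2, 0.05% BSA, 1 mM DTT. Fluorescence read at Ex 485/Em 525 nm.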
KCNH2 WT inh: blocks the wildtype human KCNH2 potassium channel. U2OS, BacMam KCNH2, thallium flux FluxOr; active compounds read low. activity change, % at 1.84 µM. 340,000 compounds, 0.37% hits;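 active = maximum activity change below -70%; inconclusive = maximum activity change between -70% and -50%; inactive = maximum activity change above -50%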
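U2OS cells were transduced with wild-type KCNH2 virus (2.03 x 10^8 / mL) for 4 h at room temperature, then cultured overnight at 37 C. Thallium flux was read with FluxOr dye. Rate constants were normalized to DMSO controls.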
Chronic BCR inh: blocks chronic active B-cell receptor signaling; ABC-DLBCL IkBa-CBG/CBR reporter, luminescence ratio, 4 h; Potency, µM (doses to about 46.1 µM), inactives show at the highest dose ratio change, negative = lower green/red ratio, usual class: inhibitors; 340,000 compounds, 0.05% hits; active = well fitted inhibition curve with a large enough effect in the signal ratio, with a control signal flat, not every such curve was filed as active; inconclusive = small, poorly fitted or top-dose-only effect, or effect the other way, or a change in a side signal; the % refers to the signal ratio;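 note: potency is the fitted concentration of half-maximal effect; plate controls were basal doxycycline-induced cells for no effect and cells given 10 µM MG132 for full effect; MG132 reads +100%, hits lower the ratio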
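TMD8 human ABC-DLBCL cells with doxycycline-inducible IκBα–green luciferase fusion and unfused red luciferase, in 0.5% FBS medium; compounds up to 46 uM, 4 h at 37C. Green/red luminescence ratio, filter-overlap corrected, fitted to concentration-response curves.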
GALK inh: inhibitors of human galactokinase; P51570; Potency, µM (top dose mostly 57.5 µM), without a hit: top-dose activity change, negative = inhibition, hits mostly inhibitors; AID 1868; Purified GALK, Kinase-Glo residual ATP luminescence; 270,000 compounds, 0.007% hits; note: potency is the fitted concentration of half-maximal effect
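ATP-depletion format; final 35 uM ATP, 100 uM D-galactose, 5 nM enzyme; pH 8.0 HEPES/Mg2+ buffer; 60 min RT; luminescence read 10 min after detection reagent.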
USP2a inh: inhibitors of human ubiquitin-specific protease USP2a. Potency, µM (top dose mostly 38.3 µM), without a hit: at the highest dose activity change, negative = inhibition, hits mostly inhibitors. 330,000 compounds, 0.01% hits. USP2 core, Ub-CHOP2 coupled fluorogenic reporter, 485/531. O75604. AID 463254;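 note: potency is the fitted concentration of half-maximal effect; plate controls were DMSO wells for no effect and full inhibition by NEM control for full effect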
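USP2 core (10nM final) preincubated 30min RT with compound in 20mM Tris-HCl pH 8.0, 2mM CaCl2, 2mM beta-mercaptoethanol, 0.05% CHAPS; 25nM Ub-CHOP2 plus 25nM reporter substrate added, fluorescence (Ex485/Em531) read after 60min.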
B2AR arrestin: agonists driving beta-arrestin recruitment to human beta2-adrenergic receptor; P07550; beta-arrestin recruitment to beta2AR, cell-based reporter; Potency, µM (highest dose often 46.1 µM), inactives show at the highest dose activation, actives largely listed as activators; 330,000 compounds, 0.02% hits; AID 492947;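 note: potency is the fitted concentration of half-maximal effect; 0% = DMSO controls and full agonism = EC100 isoproterenol or metaproterenol; nearly all actives have a fitted effect of over 65% in size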
Target sequence (P07550 whole entry, looked up): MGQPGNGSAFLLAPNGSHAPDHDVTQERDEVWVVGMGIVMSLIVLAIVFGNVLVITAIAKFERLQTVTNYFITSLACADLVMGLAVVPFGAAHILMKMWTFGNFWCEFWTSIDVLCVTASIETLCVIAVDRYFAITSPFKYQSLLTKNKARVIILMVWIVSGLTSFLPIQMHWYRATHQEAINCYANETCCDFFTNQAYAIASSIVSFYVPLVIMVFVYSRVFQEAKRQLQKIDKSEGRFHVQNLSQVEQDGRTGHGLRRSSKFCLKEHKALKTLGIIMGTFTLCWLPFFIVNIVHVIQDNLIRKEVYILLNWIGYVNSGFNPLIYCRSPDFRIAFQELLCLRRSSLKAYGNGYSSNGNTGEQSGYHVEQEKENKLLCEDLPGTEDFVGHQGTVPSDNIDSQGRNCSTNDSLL
PKM2 act: activators of human pyruvate kinase M2 | P14618 | purified PKM2, Kinase-Glo ATP luminescence, activation; response scale: 0% is enzyme alone, no compound | Potency, µM (top dose mostly 57.5 µM), without a hit: at the highest dose activation, most hits filed as activators | 260,000 compounds, 0.34% hits; note: potency is the fitted concentration of half-maximal effect; nearly all actives have a fitted effect of over 55% in size
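ATP formation by purified human PK-M2, quantified via coupled luciferase luminescence after 1 h at room temperature with 0.1 mM ADP and 0.5 mM PEP final.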
KCNH2 3.1 inh: inhibitors of human KCNH2 3.1 potassium channel isoform. AID 720553. U2OS KCNH2 3.1, thallium flux FluxOr; active compounds read low. 340,000 compounds, 0.95% hits. activity change, % (tested at about 1.8 µM);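 active = maximum activity change below -70%; inconclusive = maximum activity change from -70% to -50%; inactive = maximum activity change above -50%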;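 note: thallium influx rate constant from kinetic fluorescence after stimulation buffer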
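We transduce U2OS cells with the mutant 3.1 virus, culture them overnight, load FluxOr with Red40 quencher for 45 min, then add stimulation buffer and read kinetically for 2 min to derive a normalized rate constant.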
Giardia killer: kills Giardia lamblia; Giardia lamblia trophozoite viability; activity change, % at 7.66 µM, hits read low; 340,000 compounds, 0.15% hits; AID 540267; in the data active = activity change below about -80%; inconclusive = between about -30% and that limit;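 note: parasites exposed to compound for two days anaerobically before the ATP read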
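Viability, read as ATP luminescence: trophozoites at 100 cells/well, compound added, 48 hrs anaerobic at 37 deg C, then 15-30 min room-temperature development before reading.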
FBPA coupling cs: counter-screen for Giardia aldolase inhibitors: coupling enzyme system | AID 2472 | 290,000 compounds, 0.67% hits | activity change, negative = inhibition, % at 58.2 µM, hits read low | coupling enzyme system counterscreen, AmpLite Red fluorescence; in the data active = activity change below about -30%
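Activity here indicates interference with the coupling reaction, not aldolase inhibition. Compounds at 57.5 uM final met coupling enzymes for 10 min at RT; substrate and AmpLite Red detection followed, with a 525/598 nm fluorescence read after 20 min.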
uPA surface inh: blocks generation of uPA at the cell surface; cell surface uPA generation assay, qHTS; Potency, µM (top dose mostly 38.3 µM), for inactives: top-dose activity change, negative = inhibition, actives largely listed as inhibitors; 330,000 compounds, 0.31% hits; AID 540303; active = well fitted inhibition curve with a large enough effect; inconclusive = small, poorly fitted or top-dose-only effect; inactive = no such curve, though single readings can be large or run the other way; tested in mouse RAW 264.7 cells; note: potency is the fitted concentration of half-maximal effect; nearly all actives have a fitted effect of over 55% in size
Numbers without * were called inactive; ? = inconclusive; . = not tested or not shown; [ ] = another dose, or the depositor's remark. Unless noted, calls come from the whole dose curve; as a rule, active = well fitted curve in the direction sought with a large enough effect; inconclusive = small, poorly fitted or top-dose-only effect, or another doubt; inactive = no such curve, though single readings can be large; an effect the other way counts as inactive or inconclusive. Unless noted, % is set by controls: 0 for no effect and ±100 for the full control effect.

SMILES	Eya2 phos inh	KCNH2 WT inh	Chronic BCR inh	GALK inh	USP2a inh	B2AR arrestin	PKM2 act	KCNH2 3.1 inh	Giardia killer	FBPA coupling cs	uPA surface inh
COc1ccc(-c2csc(-c3ccc(C(=O)O)cc3)n2)cc1	18%	-4	?	2%	2%	-0.4%	-3%	3	?	2	1%
Cc1cc(C(=O)OCC(=O)Nc2ccc(S(N)(=O)=O)cc2)c2ccccc2n1	-11%	-3	-8%	8%	0%	-0.1%	-10%	8	?	2	5%
Nc1nonc1-n1nnc(C(=O)N/N=C/c2ccc(F)cc2)c1-c1ccc2c(c1)OCO2	6%	5	0%	-4%	2%	0.3%	.	-34	-2	.	-1%
CCC1(c2ccc(F)cc2)NC(=O)N(CC(=O)Nc2cc(C)on2)C1=O (stereo not given)	8%	16	-7%	.	1%	0.1%	.	6	24	.	-30%
COC(=O)C1C(=O)NC(SC)=C(C#N)C1c1ccccc1 (stereo not given)	2%	-8	6%	-1%	-1%	-0.4%	-3%	-9	1	0	1%
O=C(NCc1ccccc1Cl)C1CCN(C(=O)c2sccc2-n2cccc2)CC1	-1%	-6	0%	-4%	1%	-0.8%	-1%	-4	-21	4	-13%
Cc1ccc(S(=O)(=O)N2CCN(C(=O)CCn3cncn3)CC2)cc1C	5%	9	-5%	-2%	-2%	-0.3%	.	17	-2	-1	2%
N#Cc1cc(C(=O)c2cc(Br)ccc2O)cn(C2CC2)c1=O	16%	-1	-3%	4%	-1%	0.4%	11%	-15	-26	-8	-1%
CCOn1c(=O)c(=O)n(OC)c2ccccc21	2%	-2	-1%	5%	-1%	-0.3%	0%	-12	20	0	6%
O=C(CCn1cccc1)NC1CCCc2ccccc21 (stereo not given)	12%	-9	-2%	-1%	0%	0.1%	4%	0	-3	0	3%
COc1cc(CNCC(C)C)cc(Br)c1OCC(=O)Nc1ccccc1	-8%	-1	6%	-4%	2%	-0.6%	10%	.	27	2	2%
COC(=O)Cc1c(C)c2ccc(OCC(=O)N3CCC(C)CC3)c(C)c2oc1=O	2%	-15	?	1%	1%	0.8%	-1%	.	-9	.	-2%
O=C(NCCc1ccc(Cl)cc1)C1CCN(C(=O)N2CCOc3ccccc32)CC1	?	-15	12%	.	1%	-0.2%	4%	-9	-7	3	3%
CCn1c(C)nc2cc(C#N)ccc21	-13%	-2	0%	0%	2%	-0.3%	.	0	3	3	0%
COc1ccccc1CC(=O)N1CCCc2ccccc21	16%	7	2%	-1%	3%	-0.1%	1%	-2	-1	0	-5%
COc1ccc(S(=O)(=O)N(C)c2ccc(C(=O)N3CCCCC3)cc2)cc1	3%	5	-8%	4%	2%	-1.0%	-7%	0	-15	4	-20%
COc1cccc(NC(=S)NN=C2CCC(C(C)(C)C)CC2)c1 (stereo not given)	11%	3	-1%	-3%	0%	-0.2%	-1%	-14	-1	0	3%
N#C/C(=C\c1ccc[nH]1)C(=O)Nc1ccccc1[N+](=O)[O-]	2%	-5	-21%	0%	0%	0.1%	-3%	7	-1	.	6%
Cc1ccccc1C(=O)NC1CC(C)(C)NC(C)(C)C1	-8%	4	?	-2%	3%	-0.6%	-1%	0	-13	5	0%
O=C(CN1C(=O)c2ccccc2C1=O)NNC1=NS(=O)(=O)c2ccccc21	5%	-1	3%	1%	2%	-0.6%	2%	5	1	2	3%
Cc1cccc(C)c1-n1c(C)nn(CC2CC2)c1=O	-6%	5	2%	-1%	0%	0.2%	5%	-7	-21	0	-5%
C=CCn1c(=N)c(C(=O)NCCCOC)cc2c(=O)n3cc(C)ccc3nc21	-11%	1	2%	-1%	-2%	-0.3%	0%	10	3	0	4%
COC(=O)c1cc(OC)c(OC)cc1NC(=O)C1CCC(=O)N1S(=O)(=O)c1ccc(C)cc1 (stereo not given)	2%	-3	-5%	-4%	2%	0.2%	1%	0	5	2	-9%
CCOc1cccc(Nc2ccc([N+](=O)[O-])cn2)c1	8%	-4	?	-2%	3%	-1.0%	-4%	4	5	-4	3%
CCN(CC)C(=O)Cn1c(=O)n(-c2ccc(CC(=O)NCc3ccccc3)cc2)c(=O)c2sccc21	6%	-7	-4%	-1%	-6%	-0.7%	0%	-15	3	5	9%

(further entries)
SMILES	Eya2 phos inh	KCNH2 WT inh	Chronic BCR inh	GALK inh	USP2a inh	B2AR arrestin	PKM2 act	KCNH2 3.1 inh	Giardia killer	FBPA coupling cs	uPA surface inh
CNC(=O)c1c(NC(=O)CCS(=O)(=O)c2ccccc2)sc2c1CCN(C(=O)OC)C2	-15%	1	0%	.	-1%	-0.5%	.	6	-1	.	-6%
O=C(COc1cccc(-n2cnnn2)c1)NC1CCCCC1	3%	1	-2%	4%	3%	-0.1%	0%	-23	-15	2	-3%
N#Cc1ccc(CSc2ccccn2)c(Cl)c1	-6%	0	-4%	0%	0%	6.1%	11%	-1	-9	1	-3%
c1ccc2c(-n3cccn3)cccc2c1	-9%	-1	?	1%	2%	-0.4%	4%	-16	34[activator]	4	-1%
Cc1oc(-c2ccc(Cl)cc2)nc1CN1CCC(C(=O)NCc2cccnc2)CC1	-15%	11	?	-2%	7%	0.4%	-8%	-2	-10	-1	1%
COc1ccc(CC(=O)OCC(=O)Nc2c(C)n(C)n(-c3ccccc3)c2=O)cc1	-5%	-4	0%	5%	1%	0.5%	4%	-1	-7	0	5%
Cc1ccccc1-n1nc2c(c1NC(=O)C1CCCC1)CS(=O)(=O)C2	2%	10	2%	0%	1%	0.3%	.	4	18	1	2%
O=C(CSc1nc2c(sc3ccccc32)c(=O)n1Cc1ccco1)NCC1CCCO1 (stereo not given)	-14%	-9	?	1%	1%	-0.3%	-16%	-18	1	4	-1%
Cc1cc2cc(CNC(=O)CC(C)C)ccc2n1C	6%	-13	?	-1%	1%	-0.3%	5%	-16	3	-5	-1%
CCn1c(SCC(=O)NC2CCCCC2)nnc1-c1cccnc1	4%	-14	-2%	5%	1%	-0.4%	-2%	3	23	3	?
CCNC(=O)CN(c1ccc(Cl)cc1)S(=O)(=O)c1ccccc1	-42%	3	5%	1%	1%	0.2%	?	-21	10	3	0%
COc1ccc(CN(C)C(=O)c2cccc(C(=O)N(C)Cc3ccc(OC)cc3)c2)cc1	12%	-17	-17%	4%	-6%	-0.6%	.	1	-5	5	0%
Cn1ccc(C(=O)Oc2ccc(C(=O)Nc3ccc(F)cc3F)cc2)n1	2%	-2	?	2%	3%	-0.2%	-14%	17	-4	-3	-5%
CCN1C(=O)c2cccc3c(N)ccc(c23)C1=O	?	-5	-1%	.	?	-0.1%	.	-16	0	3	-9%
Cc1cc(NC(=O)CCCC(=O)N(CC(=O)NC2CCCCC2)c2ccccc2)no1	14%	7	?	7%	0%	0.2%	-1%	15	-3	3	-6%
CCN1CCN(c2ccc(NC(=O)c3ccc4c(c3)[nH]c(=O)n4Cc3ccc(OC)cc3)cc2)CC1	-4%	3	-16%	.	0%	-1.4%	-1%	-4	6	1	-7%
NC(=O)CC(NC(=O)Cc1ccc(Cl)cc1)c1ccc(NC2CC3CCC2C3)c([N+](=O)[O-])c1 (stereo not given)	2%	11	-22%	.	0%	-1.2%	2%	5	25	3	?
COC(C[C@H]1O[C@H]1[C@H](O)[C@H](C)OCc1ccccc1)OC	-6%	-23	-1%	-2%	-4%	-0.8%	4%	-2	15	1	6%
O=C(Nc1nc2ccccc2n1CCN1CCCCC1)c1ccco1	0%	14	1%	2%	5%	-0.2%	-1%	4	-7	-1	12%
O=[N+]([O-])c1ccc2nc(N3CCCC3)sc2c1	-2%	-8	4%	3%	1%	0.2%	.	-3	-24	5	-17%
Cc1cc(C)c(C(=O)NC2CC(C)(C)Cc3c2cnn3-c2cccc(F)c2)[nH]1 (stereo not given)	-7%	-9	?	-3%	3%	-0.1%	8%	-3	-11	0	-26%
Cc1cc(C(=O)Nc2ccc3c(c2)OCO3)no1	-2%	-5	-1%	9%	0%	0.1%	7%	1	-9	.	-11%
CN(C)c1ccc2c3c(ccc(N(C)C)c13)C(=O)OC2	8%	6	-16%	0%	2%	-0.3%	-9%	-21	-15	-2	0%
CCOC(=O)c1cnc(SCC(=O)Nc2cccc(OC)c2)nc1N	2%	-8	1%	-4%	-2%	0.4%	?	-20	10	0	.
CCCC(=O)Nc1ccc2oc(-c3cncc(Br)c3)nc2c1	8%	-8	3%	0%	2%	-0.1%	1%	-8	11	2	-5%

Not a retest: entries from further up.
SMILES	Eya2 phos inh	KCNH2 WT inh	Chronic BCR inh	GALK inh	USP2a inh	B2AR arrestin	PKM2 act	KCNH2 3.1 inh	Giardia killer	FBPA coupling cs	uPA surface inh
CN(C)c1ccc2c3c(ccc(N(C)C)c13)C(=O)OC2	8%	6	-16%	0%	2%	-0.3%	-9%	-21	-15	-2	0%
CCOC(=O)c1cnc(SCC(=O)Nc2cccc(OC)c2)nc1N	2%	-8	1%	-4%	-2%	0.4%	?	-20	10	0	.
CCCC(=O)Nc1ccc2oc(-c3cncc(Br)c3)nc2c1	8%	-8	3%	0%	2%	-0.1%	1%	-8	11	2	-5%
